Autophagy HCS = modulators of autophagy; MEF GFP-LC3 puncta imaging; test concentration mostly 10 µM; calls only at 10 µM (by protocol); 0.98% of 190,000 active; AID 463193;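 active = percentage of spot-positive cells more than 3 SD above its plate mean, without a fluorescence outlier flag or 80% toxicity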;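 note: spot-positive cell cutoff set from DMSO-treated cells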
WT yeast gro inh = growth inhibition of WT yeast, mitochondrial fusion screen | mitochondrial fusion phenotypic screen, WT strain | inhibition, % at 10 µM | 2.1% of 190,000 active; in the data active = inhibition above about 58%; tested in S. cerevisiae
MT stabilizer = microtubule stabilization, imaging screen; 0.83% of 200,000 active; % tubulin-high responders, % at 10 µM; HeLa tubulin immunostaining HCS, 24 h; share of cells brighter than vehicle mean+2SD;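 active = plate Z-score above 3 for both tubulin-high and condensed-nucleus cell shares, with cell loss under 80%, at 10 µM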;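 note: anti alpha tubulin signal scored within the nucleus-defined area of each cell; some results filed as inactive read as strong as hits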
Insulin prom up = MIN6 insulin promoter up-regulation. z-score at 5 µM. MIN6 insulin promoter-GFP reporter, high-content imaging; active compounds read high. 0.3% of 190,000 active;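 active = z-score above 3 at 5 µM with at least 500 cells counted in the well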
b-catenin transl = modulators of beta-catenin nuclear translocation. HeLa beta-catenin nuclear translocation, immunofluorescence imaging. nuclear translocation activity, % at 5 µM. 0.3% of 190,000 active. AID 1665;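 active = nuclear translocation activity above 50% at 5 µM, with a well cell count of 50 or more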;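 note: per-cell ratio of nuclear to cytoplasmic median beta-catenin stain intensity; plate controls were DMSO negative control for no effect and GSK-3 inhibitor IX positive control for full effect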
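Test system: human HeLa cells, native beta-catenin. Compound dosing: 5 µM primary single dose, 0.1% DMSO, 0.02–20 µM confirmation series. Incubation: compound exposure 24 h at 37°C. Detection: beta-catenin immunostaining with DAPI counterstain, 20x imaging, 6 fields/well. Read-out basis: Nuclear/cytoplasmic beta-catenin signal ratio, % activation.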
HEK293 NOD2/NF-kB = inhibition of NOD2-driven NF-kB reporter – cell-based, luminescence, uHTS, HEK293 (AID 1566) | HEK293 NOD2/NF-kB luciferase reporter, luminescence; higher % means a stronger effect | inhibition, % at 4 µM; hits with a dose series show EC50 in µM | 0.63% of 290,000 active; in the data active = inhibition above about 50%; note: many of its hits are not listed in these tables
Yfh1-depleted yeast = enhancers of respiration in Yfh1-depleted yeast, dose response, Friedreich's ataxia, plus single-dose screen (AID 1465). S. cerevisiae Yfh1-off respiration, WST-1 reduction, 72 h; higher fold induction means a stronger effect. 0.074% of 220,000 active. fold induction at 50 µM, or EC50 in µM where a hit was titrated;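 active = fold induction of absorbance versus untreated yeast above a set limit, then at least 30% activation at any dose in follow-up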;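 note: activators that raise dye reduction in frataxin-depleted yeast; strong numbers were not always called active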
Dynein transport = blocks dynein driven cargo transport along microtubules; 3617.4 mouse cells, GR-EGFP nuclear translocation imaging; test concentration mostly 20 µM; stimulated with dexamethasone, 1 µM; active compounds read low; AID 1381; 0.47% of 220,000 active; z-score, hits read low;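 active = plate z-score of nuclear minus cytoplasmic receptor signal below a set negative limit, without overly bright fluorescence or cell loss, cut at about -3.5 in these data, passing the limit was not always enough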;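 note: z-score of nuclear minus cytoplasmic ring GR-EGFP intensity difference per well; some compounds called inactive have numbers as strong as hits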
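Buffer or medium: tet-free medium with charcoal-stripped serum / Also added: dexamethasone agonist, 1.0 µM final, for 30 min / Timing: induction 48 h, compound 1 h, agonist 30 min / Measured by: high-content fluorescence imaging after fixation / Read-out: nuclear-to-cytoplasmic GR-EGFP distribution per well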
Lipid droplet = hepatic lipid droplet formation modulation. AML12 mouse hepatocytes, oleate lipid droplets, BODIPY imaging. 0.4% of 240,000 active. AID 1656. inhibition, % at 6.5 µM;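 active = lipid droplet intensity inhibited by at least 50%, with more than 500 cells counted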
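Assay system: AML12 mouse liver cells | Compound dosing: One dose, 6.5 µM compound | Read-out basis: Droplet intensity reduction, % inhibition | Measured by: Fluorescence imaging, 20x objective, two fields per well | Schedule: Overnight treatment with compound plus oleate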
WT yeast gro inh mutant strain = further read-out of WT yeast gro inh, marked with its call; inhibition, %; mitochondrial fusion phenotypic screen, mutant strain inhibition
Dynein transport cytoplasmic EGFP = also measured in Dynein transport; calls as there; z-score; measured here: cytoplasmic GR-EGFP intensity; active compounds read high
Dynein transport nuclear GR-EGFP = also measured in Dynein transport; calls as there; z-score; measured here: nuclear GR-EGFP intensity;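 lower value marks the stronger effect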
Dynein transport cell count = recorded beside Dynein transport, whose call it bears; z-score; measured here: cell count per field
Insulin prom up cell count = further read-out of Insulin prom up, marked with its call; cell count; measured here: cytotoxicity, nuclei count;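 total cells summed across four imaged fields per well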
Lipid droplet cells 6.5 µM = recorded beside Lipid droplet, whose call it bears; cell count; measured here: cell count, cytotoxicity flag;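 cells counted across two imaged fields per well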
b-catenin transl cell count 5 µM = recorded beside b-catenin transl, whose call it bears; cell count; measured here: cell count, cytotoxicity flag
MT stabilizer Hoechst-high % = second read-out of MT stabilizer, no call of its own (marks repeat the call); % Hoechst-high responders; measured here: nuclear condensation Hoechst responders;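 share of cells brighter than vehicle mean plus two SD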
MT stabilizer cytotoxicity % = recorded beside MT stabilizer, whose call it bears; toxicity, %; measured here: cytotoxicity by cell density;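 0% = mean cell density of plate MIN control wells and 100% = no cells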
Autophagy HCS cell loss 18 h = further read-out of Autophagy HCS, marked with its call; toxicity, %; measured here: cell loss, nuclei count;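 cell loss after 18 h compound exposure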
Numbers without * were called inactive; i = inactive; / = not tested or not shown. Only part of the results is shown, so the mix of outcomes need not match the whole.

cpd | SMILES | Autophagy HCS | Autophagy HCS cell loss 18 h | WT yeast gro inh | WT yeast gro inh mutant strain | MT stabilizer | MT stabilizer Hoechst-high % | MT stabilizer cytotoxicity % | Insulin prom up | Insulin prom up cell count | b-catenin transl | b-catenin transl cell count 5 µM | HEK293 NOD2/NF-kB | Yfh1-depleted yeast | Dynein transport | Dynein transport cytoplasmic EGFP | Dynein transport nuclear GR-EGFP | Dynein transport cell count | Lipid droplet | Lipid droplet cells 6.5 µM
1 | Cc1ccc(S(=O)(=O)N2CCN(c3ccnc4cc(Cl)ccc34)CC2)cc1C | i | 22.2 | 69.1* | 58.1* | 1.6 | 1.7 | 9.5 | -1.42 | 1555 | 0.0 | 1102 | -9.5% | i | -0.699 | -0.266 | -0.296 | 0.422 | -5.1 | 684
2 | COc1cc(C(=O)OC2CC3CCC2(C)C3(C)C)ccc1OC(C)=O (stereo not drawn) | i | -3.8 | 73.3* | 23.1* | 1.3 | 0.7 | 1.1 | -0.09 | 1355 | 1.1 | 971 | 4.9% | i | 0.819 | -0.208 | 0.653 | -0.379 | 1.7 | 764
3 | CCOC(=O)c1sc2ccc(S(=O)(=O)N3CC(C)CC(C)C3)cc2c1N (stereo not drawn) | i | 9.7 | -4.3 | -8.8 | 2.9 | 2.2 | 6.8 | -0.21 | 1135 | 0.7 | 536 | 9.8% | i | -0.751 | -0.248 | 0.397 | 0.411 | -13.2 | 732
4 | Cc1cc(O)c(C(C)C)cc1NC(=O)Nc1cccc2ccccc12 | / | / | / | / | / | / | / | 0 | 1359 | -2.0 | 1160 | 9.2% | i | 0.0681 | -0.227 | -0.156 | 0.174 | 0.2 | 748
5 | c1ccc(COc2ccc(-c3csnn3)cc2)cc1 | i | -1.4 | 0.2 | -1.6 | 1.2 | 1.4 | 10.6 | -0.12 | 1521 | 0.0 | 1384 | -74.9% | i | 0.207 | -0.0573 | 0.319 | -0.988 | / | /
6 | O=C(COC(=O)c1c2c(nc3ccccc13)CCCCC2)c1ccc(Cl)s1 | i | 2.2 | 51.2 | 23.6 | 4.2 | 3.0 | 9.3 | -1.2 | 1337 | -3.0 | 1279 | -2.9% | i | -0.675 | -0.277 | -0.627 | 0.688 | 2.0 | 595
7 | O=C(NCc1cccs1)C(=O)c1c[nH]c2ccccc12 | i | 1.8 | -17.5 | -16.1 | 5.2 | 2.5 | 12.2 | 0.67 | 1046 | -0.2 | 1131 | -29.1% | i | 1.06 | -0.178 | 0.464 | -0.374 | -6.1 | 696
8 | O=C(COc1ccc(Cl)cc1[N+](=O)[O-])NC1CCCCC1 | i | 0.8 | -2.1 | 7.6 | 4.0 | 1.9 | 6.5 | -0.09 | 1562 | -1.7 | 1070 | -117.6% | i | -0.884 | -0.302 | -0.345 | 0.774 | -16.5 | 681
9 | O=C(C1=C(O)C(=O)N(CCCN2CCOCC2)C1c1ccncc1)c1cc2ccccc2o1 (stereo not drawn) | i | 41.4 | 6.4 | 14.8 | 2.8 | 1.4 | 9.6 | -0.1 | 1502 | -0.6 | 1201 | 14.1% | i | -0.396 | -0.223 | -0.169 | 1.04 | 10.9 | 620
10 | CCN(/N=C/c1ccc(N(C)C)cc1)c1nc2ccccc2[nH]1 | i | 1.1 | 16.9 | 10.9 | 2.6 | 3.4 | 5.4 | 1.17 | 1485 | -3.5 | 1049 | -4.9% | i | -0.334 | -0.301 | -0.376 | 0.171 | -2.4 | 651
11 | CC(C)CC1NC(=S)N(C2CCCCC2)C1=O (stereo not drawn) | i | -1.0 | -0.3 | -1.5 | 2.1 | 1.5 | 6.5 | 0.13 | 1553 | -1.7 | 1346 | 2.5% | i | 0.885 | -0.219 | 0.166 | -0.161 | / | /
12 | O=C(O)c1nn(CCSc2ccccc2F)c(=O)c2ccccc12 | / | / | / | / | / | / | / | 0.78 | 1030 | -0.2 | 1293 | -15.9% | i | 0.137 | -0.199 | 0.577 | -0.0954 | -5.4 | 660
13 | COc1ccc(-c2nc3c(n2O)CCC/C3=N\O)cc1 | i | -1.3 | 7.7 | 8.3 | 1.4 | 1.1 | 7.4 | -0.12 | 1114 | 2.6 | 1117 | -11.9% | / | -0.213 | -0.254 | 0.197 | 0.848 | -5.3 | 749
14 | Cc1cc(/C=N/NC(=O)c2ccncc2)c(C)n1-c1ccccc1 | i | 8.6 | 9.5 | 1.7 | 3.2 | 2.8 | 2.3 | -0.25 | 1478 | -1.2 | 1109 | -28.8% | i | 1.22 | -0.0964 | 1.6 | -1.37 | -19.0 | 640
15 | COc1ccc(C2=NOC(CNC(=O)c3ccccc3Br)C2)c(OC)c1 (stereo not drawn) | / | / | / | / | / | / | / | -0.12 | 1111 | -0.5 | 1281 | 13.1% | i | 0.142 | -0.227 | -0.202 | -0.203 | -27.6 | 731
16 | COc1ccc(-c2csc(Cc3nnc4n3CCCCC4)n2)cc1 | i | -13.5 | -4.4 | 6.2 | 1.1 | 2.2 | 14.4 | / | / | -6.8 | 967 | 10.1% | i | -0.505 | -0.172 | -0.193 | 0.258 | -7.9 | 666
17 | O=C(O)CCc1ccc(-c2ccccc2)n1-c1cccc(O)c1 | i | 1.1 | -19.8 | 0.1 | 1.5 | 1.4 | 2.1 | 0.04 | 1208 | 0.1 | 1098 | 10.3% | i | -0.00936 | -0.243 | 0.221 | 0.849 | -28.2 | 676
18 | O=[N+]([O-])c1cccc(/C=N/Nc2nc(NCc3ccccc3)nc(N3CCOCC3)n2)c1 | i | 2.8 | -2.2 | -5.2 | 2.7 | 2.9 | 1.4 | 0.34 | 1328 | -5.0 | 539 | 7.9% | i | -0.265 | -0.319 | -0.599 | 0.573 | -31.4 | 590
19 | CCCCn1c(C)cc2cc(O)ccc21 | i | 3.4 | -5.4 | -15.1 | 7.8 | 2.9 | 4.3 | / | / | -2.8 | 1223 | 10.7% | i | -1.48 | 0.0601 | -0.637 | 0.669 | -15.2 | 649
20 | CN(c1ccccc1C(=O)NCc1ccco1)S(C)(=O)=O | i | -6.4 | 1.4 | 3.8 | 3.0 | 2.0 | 6.0 | 1.83 | 1288 | / | / | 10.9% | i | -1.77 | -0.258 | -0.84 | 1.15 | -8.8 | 662
21 | CCc1ccc2[nH]c(=O)c(C(c3nnnn3Cc3ccco3)N3CCC(C)CC3)cc2c1 (stereo not drawn) | i | 36.7 | -9.5 | -8.0 | 1.3 | 1.0 | 4.8 | -0.78 | 886 | -6.3 | 1198 | 12.9% | i | 0.354 | 0.159 | 0.772 | -1.42 | 1.2 | 768
22 | COc1ccc(NC(=S)N2CCC(C(=O)N3CCCCCC3)CC2)cc1 | i | 26.5 | -7.1 | -1.6 | 3.6 | 1.8 | 9.0 | -0.43 | 1167 | -1.5 | 1348 | 8.8% | i | -0.203 | -0.191 | 0.18 | 0.865 | / | /
23 | O=C(N/N=C/c1ccsc1)c1cc(-c2cccs2)nc2ccccc12 | i | -4.8 | 10.8 | 17.3 | 10.4* | 53.0* | 29.9* | 0.44 | 1042 | 1.2 | 478 | -0.2% | i | -0.41 | -0.3 | -0.377 | -0.0195 | -92.4 | 506
24 | CC(=O)/C=C/c1ccc2ccccc2n1 | i | 22.5 | -2.2 | -13.7 | 5.8 | 3.4 | 10.9 | 0.03 | 1625 | 1.1 | 1358 | 8.3% | i | -1.62 | 1.92 | -1.24 | -1.59 | / | /
25 | COc1ncnc2c1oc1ccccc12 | i | -2.9 | 23.1 | 19.5 | 1.0 | 0.8 | 1.2 | / | / | 0.8 | 1054 | -79.9% | i | 1.6 | 1.35 | 0.985 | -1.57 | 1.9 | 699
26 | Cc1nc2sc(C(c3ccc(Cl)cc3)N3CCN(c4ccccc4F)CC3)c(O)n2n1 (stereo not drawn) | i | 11.9 | 4.0 | 20.8 | 4.0 | 2.1 | 7.8 | 0.73 | 1572 | -3.2 | 967 | 10.0% | i | 0.123 | -0.185 | 0.35 | -0.168 | / | /
27 | Cc1ccc2[nH]ccc(=O)c2c1 | i | -59.9 | 9.4 | -11.2 | 2.9 | 1.4 | 8.0 | 0.07 | 1208 | / | / | 4.8% | i | -0.0239 | -0.243 | 0.289 | 0.361 | 23.5 | 704
28 | CC(C)(C)c1csc(NC2=NS(=O)(=O)c3ccccc32)n1 | i | 5.1 | -0.7 | -32.5 | 1.7 | 2.3 | 4.6 | / | / | / | / | -135.6% | i | -0.0909 | -0.23 | 0.0247 | -0.294 | 20.8 | 763
29 | CC1(C)CCCN(C(=O)c2ccc3c(c2NCCO)C(=O)c2ccccc2C3=O)C1 | i | -2.7 | 42.6 | 11.5 | 3.7 | 3.5 | 4.9 | -0.48 | 1178 | -2.2 | 508 | 16.7% | i | -0.166 | -0.213 | 0.835 | -0.132 | 98.3* | 817*
30 | CCN(CC)CCCNC(=O)Cn1cnc2sc(C)c(S(=O)(=O)N3CCN(c4ncccn4)CC3)c2c1=O | i | 8.0 | 1.4 | -8.4 | 3.3 | 1.2 | 13.9 | / | / | -0.2 | 1052 | 14.7% | i | 1.65 | -0.18 | 0.871 | -0.379 | 13.4 | 694
31 | CC1=NNC(=O)C1CCC(=O)N/N=C(\C)c1ccccc1 (stereo not drawn) | i | -10.8 | -10.2 | -11.3 | 2.3 | 1.3 | 2.0 | 0.71 | 1297 | 1.7 | 1080 | 8.4% | i | -0.235 | -0.334 | 0.301 | 0.7 | -7.8 | 666

Screening results as filed in PubChem BioAssay.
